# Eya2 inh: inhibitors of human Eya2 phosphatase activity; O00167; 0.006% of 330,000 active; recombinant Eya2, OMFP fluorescence dephosphorylation (OMFP is methylfluorescein phosphate); AID 488837; Potency, µM (highest dose often 76.9 µM), inactives show top-dose activity, negative = inhibition, most hits filed as inhibitors; note: potency is the fitted concentration of half-maximal effect
#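 Eya2 protein (added as 0.2 uM solution) was preincubated with compound for 10 min at ambient temperature in 50 mM HEPES pH 7.5, 50 mM NaCl, 5 uM MgCl2, 0.05% BSA, 1 mM DTT. OMFP (added at 50 uM) then reacted 10 min; fluorescence read at 485/525 nm.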
# uPA surface inh: inhibitors of cell surface uPA generation | Potency, µM (highest dose often 38.3 µM), for the others: top-dose activity change, negative = inhibition, most hits filed as inhibitors | cell surface uPA generation assay, qHTS | 0.31% of 330,000 active; active = well fitted inhibition curve with a large enough effect; inconclusive = small, poorly fitted or top-dose-only effect; inactive = no such curve, though single readings can be large or run the other way; tested in mouse RAW 264.7 cells; note: potency is the fitted concentration of half-maximal effect; nearly all actives have a fitted effect of over 55% in size
# BCR signal inh: inhibitors of chronic active B-cell receptor signaling; ABC-DLBCL IkBa-CBG/CBR reporter, luminescence ratio, 4 h; Potency, µM (highest dose often 46.1 µM), without a hit: at the highest dose ratio change, negative = lower green/red ratio, usual class: inhibitors; 0.05% of 340,000 active; AID 493014; active = well fitted inhibition curve with a large enough effect in the signal ratio, with a control signal flat, not every such curve was filed as active; inconclusive = small, poorly fitted or top-dose-only effect, or effect the other way, or a change in a side signal; the % refers to the signal ratio;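 note: potency is the fitted concentration of half-maximal effect; plate controls were basal doxycycline-induced cells for no effect and cells given 10 µM MG132 for full effect; MG132 reads +100%, hits lower the ratio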
#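 Cell line TMD8 (human ABC DLBCL), stably expressing tet-inducible CBG68-IkBa fusion and CBR; IMDM/0.5% FBS; cpd up to 46 uM; dox induction, 4 h, 37C/5% CO2; dual luminescence; green/red ratio; MG132 control.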
# PKM2 act: increases activity of human pyruvate kinase M2; purified PKM2, Kinase-Glo ATP luminescence, activation; response scale: 0% is enzyme alone, no compound; Potency, µM (titrated, usually from 57.5 µM), for inactives: at the top dose activation, usual class: activators; 0.34% of 260,000 active; note: potency is the fitted concentration of half-maximal effect; nearly all actives have a fitted effect of over 55% in size
# Target sequence (P14618 whole entry, looked up): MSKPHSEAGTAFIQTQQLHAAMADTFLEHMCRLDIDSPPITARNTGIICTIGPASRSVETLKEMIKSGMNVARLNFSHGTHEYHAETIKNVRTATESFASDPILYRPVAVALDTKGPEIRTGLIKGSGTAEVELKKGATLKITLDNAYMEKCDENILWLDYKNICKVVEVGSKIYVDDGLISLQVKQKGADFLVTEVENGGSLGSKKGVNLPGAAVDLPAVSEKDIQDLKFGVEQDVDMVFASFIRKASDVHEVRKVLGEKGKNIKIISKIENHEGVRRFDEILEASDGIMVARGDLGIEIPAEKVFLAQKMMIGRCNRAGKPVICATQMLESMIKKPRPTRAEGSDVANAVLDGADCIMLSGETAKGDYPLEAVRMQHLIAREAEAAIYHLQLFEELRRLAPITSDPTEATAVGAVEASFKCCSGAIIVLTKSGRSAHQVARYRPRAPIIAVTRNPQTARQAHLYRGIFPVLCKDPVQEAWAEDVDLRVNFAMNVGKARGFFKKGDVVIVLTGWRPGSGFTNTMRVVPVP
#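 Kinase-Glo luminescence reports ATP generated from ADP (0.1 mM) and PEP (0.5 mM) by purified hPK-M2 after 1 h at room temperature, pH 7.2 imidazole buffer; intermediate enzyme activity allows detecting inhibitors and activators.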
# KCNH2 3.1 block: KCNH2 3.1 (human) potassium channel inhibition | activity change, % (tested at about 1.8 µM) | U2OS KCNH2 3.1, thallium flux FluxOr; hits give low values | 0.95% of 340,000 active;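 active = maximum activity change below -70%; inconclusive = maximum activity change from -70% to -50%; inactive = maximum activity change above -50%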;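 note: thallium influx rate constant from kinetic fluorescence after stimulation buffer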
#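 Measured as rate of thallium-driven FluxOr signal in transduced U2OS cells carrying the 3.1 channel, read kinetically for 2 min upon stimulation; values are rate constants scaled to DMSO control wells.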
# Giardia killer: Giardia lamblia killing; activity change, % at 7.66 µM, hits read low; Giardia lamblia trophozoite viability; AID 540267; 0.15% of 340,000 active; in the data active = activity change below about -80%; inconclusive = between about -30% and that limit;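 note: parasites exposed to compound for two days anaerobically before the ATP read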
#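 ATP-content bioluminescence gauges trophozoite survival. Cells (100/well) receive compound and incubate anaerobically for 48 hrs at 37 deg C; detection reagent follows for 15-30 min at room temperature.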
# GALK inh: galactokinase (human) inhibition | 0.007% of 270,000 active | Potency, µM (top dose mostly 57.5 µM), for the others: at the top dose activity change, negative = inhibition, actives largely listed as inhibitors | AID 1868 | P51570 | Purified GALK, Kinase-Glo residual ATP luminescence; note: potency is the fitted concentration of half-maximal effect
#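 Kinase-Glo Plus luminescence measured ATP left after a 1 h room-temperature reaction. The reaction used 5 nM GALK, 100 uM galactose and 35 uM ATP at pH 8.0 (20 mM HEPES, 5 mM MgCl2, 60 mM NaCl, 1 mM DTT, 0.01% BSA).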
# B2AR arrestin: beta2AR (human) beta-arrestin recruitment activity; P07550; beta-arrestin recruitment to beta2AR, cell-based reporter; Potency, µM (series often up to 46.1 µM), for inactives: at the top dose activation, most hits filed as activators; 0.02% of 330,000 active; AID 492947;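 note: potency is the fitted concentration of half-maximal effect; 0% = DMSO controls and full agonism = EC100 isoproterenol or metaproterenol; nearly all actives have a fitted effect of over 65% in size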
# Target sequence (P07550 whole entry, looked up): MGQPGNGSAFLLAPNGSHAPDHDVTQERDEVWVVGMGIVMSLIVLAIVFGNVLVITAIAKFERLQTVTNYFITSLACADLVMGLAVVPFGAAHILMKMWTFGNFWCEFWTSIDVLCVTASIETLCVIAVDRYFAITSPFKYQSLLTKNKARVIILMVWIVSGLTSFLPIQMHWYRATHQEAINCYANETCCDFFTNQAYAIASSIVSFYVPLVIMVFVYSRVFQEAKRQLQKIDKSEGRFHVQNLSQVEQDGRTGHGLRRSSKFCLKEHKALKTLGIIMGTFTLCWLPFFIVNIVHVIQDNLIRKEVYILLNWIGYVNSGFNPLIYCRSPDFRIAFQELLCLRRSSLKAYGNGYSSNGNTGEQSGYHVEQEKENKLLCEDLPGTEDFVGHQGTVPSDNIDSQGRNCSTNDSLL
# Coupling enz: inhibits coupling enzyme system, counter-screen for aldolase hits; coupling enzyme system counterscreen, AmpLite Red fluorescence; activity change, negative = inhibition, % at 58.2 µM, hits read low; 0.67% of 290,000 active; AID 2472; in the data active = activity change below about -30%
#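 Counterscreen lacking aldolase: glyceraldehyde-3-phosphate coupling-enzyme reagent preincubated 10 min at RT with compound (at 57.5 uM final), then substrate/coupling system with AmpLite Red added; fluorescence read at 525/598 nm after 20 min RT.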
# USP2a block: inhibitors of human ubiquitin-specific protease USP2a. USP2 core, Ub-CHOP2 coupled fluorogenic reporter, 485/531. Potency, µM (highest dose often 38.3 µM), for inactives: top-dose activity change, negative = inhibition, usual class: inhibitors. AID 463254. 0.01% of 330,000 active. O75604;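 note: potency is the fitted concentration of half-maximal effect; plate controls were DMSO wells for no effect and full inhibition by NEM control for full effect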
#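 USP2 core (10nM final) preincubated 30min RT with compound in 20mM Tris-HCl pH 8.0, 2mM CaCl2, 2mM beta-mercaptoethanol, 0.05% CHAPS; 25nM Ub-CHOP2 plus 25nM reporter substrate added, fluorescence (Ex485/Em531) read after 60min.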
# KCNH2 WT inh: KCNH2 (human, wildtype) channel inhibition; Q12809; activity change, % at 1.84 µM; 0.37% of 340,000 active; U2OS, BacMam KCNH2, thallium flux FluxOr; hits give low values;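 active = maximum activity change below -70%; inconclusive = maximum activity change between -70% and -50%; inactive = maximum activity change above -50%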
#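 U2OS cells transduced with wild-type KCNH2 virus are loaded with FluxOr dye for 45 min, and thallium flux is measured in kinetic reads before and after stimulation buffer. Rate constants are normalized to DMSO controls.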
# The depositor's hits bear a star; ? = inconclusive; . = not tested or not shown; [ ] = remark or other dose. Unless noted, calls come from the whole dose curve; as a rule, active = well fitted curve in the direction sought with a large enough effect; inconclusive = small, poorly fitted or top-dose-only effect, or another doubt; inactive = no such curve, though single readings can be large; an effect the other way counts as inactive or inconclusive. Unless noted, % is set by controls: 0 for no effect and ±100 for the full control effect.
SMILES | Eya2 inh | uPA surface inh | BCR signal inh | PKM2 act | KCNH2 3.1 block | Giardia killer | GALK inh | B2AR arrestin | Coupling enz | USP2a block | KCNH2 WT inh
Cc1ccccc1OCC(=O)N(Cc1cccc(F)c1)C1CCS(=O)(=O)C1 (stereo not given) | -2% | -2% | ? | . | -2 | 4 | -7% | 0.2% | . | 1% | 1
C/C=C/COC(=O)c1[nH]c2c(c1C)C(=O)CC(c1ccco1)C2 (stereo not given) | -1% | ? | ? | ? | -7 | 28 | -3% | -0.6% | 2 | 0% | 10
COc1cccc(CNC(=O)C2CCN(S(=O)(=O)c3cccs3)CC2)c1 | -1% | 3% | -1% | 2% | 0 | -6 | -1% | 0.1% | -1 | 0% | -2
CCOc1ccc(OCC)c(S(=O)(=O)NCc2ccccn2)c1 | 4% | -5% | -3% | -1% | 6 | -3 | 4% | -0.1% | 2 | -5% | -16
Cc1nnc(SCC(=O)Nc2ccc3c(c2)OCO3)s1 | -2% | -11% | -10% | 0% | 9 | -4 | 13% | 0.6% | -5 | 4% | -1
O=C(NC1CCCC1)C1CCN(C(=O)Nc2cccc(Cl)c2)CC1 | 4% | 3% | -7% | -7% | 6 | -5 | -1% | 0.2% | -2 | -3% | 21
CCc1ccc(C(=O)COC(=O)CNC(=O)c2ccco2)cc1 | 14%[15.4 µM] | -3% | 2% | -1% | 6 | -4 | 2% | -0.7% | 2 | 3% | 3
CCN(CC)CCSc1nc2ccc(OC)cc2[nH]1 | 6% | 10% | ? | -3% | 22 | -10 | 1% | 0.4% | -1 | -4% | .
O=C(O)c1cc(NCc2ccccc2C(F)(F)F)ccc1N1CCOCC1 | 17% | 0% | ? | 0% | -2 | 6 | 2% | 0.5% | -1 | 0% | 2
CC(C)(C)CC(=O)Nc1nnc(SCC(=O)NC2CCCC2)s1 | -6% | 0% | 0% | -2% | -6 | -16 | 6% | -0.6% | 3 | 4% | 21
O=CN1CCN(C(=O)c2cc3cc(Cl)ccc3[nH]2)CC1 | 6% | -3% | 0% | -4% | -5 | 12 | -2% | 3.8% | 3 | 0% | 4
CN1CCN(C(=O)c2ccc(-c3cccs3)s2)CC1 | 26% | -6% | 1% | -8% | 10 | -6 | -2% | 0.3% | -2 | 0% | 1
CCN(CCNC(=O)c1ccc(CSc2nc3ccncc3[nH]2)cc1)c1ccccc1 | 2% | 11% | ? | 4% | -1 | -1 | . | 0.6% | -4 | 2% | 6
O=C1NCCN1c1ccc(CN2CCN(C3CCCCC3)C(CCO)C2)cc1 (stereo not given) | -6% | -2% | -11% | -4% | -1 | -6 | 0% | -0.6% | 0 | 3% | -20
CCOC(=O)c1c(O)c2c(n(Cc3ccco3)c1=O)CCCC2 | 15% | 15% | -6% | -6% | -15 | -4 | 6% | -1.2% | -7 | -1% | 2
COc1cc(C(CC(=O)N2CCOCC2)c2c(OC)cc(OC)c3ccc(=O)oc23)cc(OC)c1OC (stereo not given) | 2% | 0% | ? | 1% | . | -6 | 0% | 0.5% | 0 | 7% | .
O=S(=O)(c1ccccc1)N1CCC(O)(CSc2ccccc2)CC1 | -1% | 1% | -1% | 21% | 1 | -12 | -2% | 0.4% | -1 | -1% | 0
CC1CC(C)CN(C(=O)COC(=O)Cc2ccc(Cl)cc2)C1 (stereo not given) | -4% | -3% | ? | . | -22 | 13 | 3% | -0.8% | 3 | 2% | -25
Cc1c(/C=C/C(=O)c2cccs2)cnn1C | 0% | -6% | ? | -7% | 12 | 4 | 0% | 0.5% | -7 | 0% | -12
C=CCC(NC(=O)c1ccc(C#N)cc1)C(=O)NCCC (stereo not given) | 1% | 10% | 8% | . | 7 | 9 | . | 0.0% | . | -1% | -14
O=C(O)c1ccccc1C(=O)Nc1nc(-c2ccc3ccccc3c2)cs1 | 3% | ? | 11% | . | -2 | 12 | 3% | 0.3% | . | 0% | 24
O=[N+]([O-])c1ccc(-c2ccn[nH]2)o1 | -4% | 1% | 0% | 1% | 7 | -85* | 3% | -0.2% | 0 | 2% | -17
Oc1ccc(-c2nc3ccccc3nc2-c2ccccc2)cc1 | -2% | 3% | ? | -8%[11.5 µM] | -31 | -4 | -12% | -0.7% | 2 | -2% | -6
O=C(O)c1ccccc1N=Nc1c(O)[nH]c2ccc([N+](=O)[O-])cc12 | -1% | 3% | ? | . | -127* | -15 | . | -0.1% | 4 | 2% | -3

# Exported with values under each structure: entries from further up
# Results follow in this order: Eya2 inh, uPA surface inh, BCR signal inh, PKM2 act, KCNH2 3.1 block, Giardia killer, GALK inh, B2AR arrestin, Coupling enz, USP2a block, KCNH2 WT inh
C=CCC(NC(=O)c1ccc(C#N)cc1)C(=O)NCCC (stereo not given)
→ 1%, 10%, 8%, ., 7, 9, ., 0.0%, ., -1%, -14
O=C(O)c1ccccc1C(=O)Nc1nc(-c2ccc3ccccc3c2)cs1
→ 3%, ?, 11%, ., -2, 12, 3%, 0.3%, ., 0%, 24
O=[N+]([O-])c1ccc(-c2ccn[nH]2)o1
→ -4%, 1%, 0%, 1%, 7, -85*, 3%, -0.2%, 0, 2%, -17
Oc1ccc(-c2nc3ccccc3nc2-c2ccccc2)cc1
→ -2%, 3%, ?, -8%[11.5 µM], -31, -4, -12%, -0.7%, 2, -2%, -6

# New compounds follow
SMILES | Eya2 inh | uPA surface inh | BCR signal inh | PKM2 act | KCNH2 3.1 block | Giardia killer | GALK inh | B2AR arrestin | Coupling enz | USP2a block | KCNH2 WT inh
O=C(NCCC(=O)N1CCN(C(=O)c2ccco2)CC1)c1ccc(Br)cc1 | 8% | 3% | 10% | . | 11 | -17 | . | -0.3% | . | 1% | 3
O=C(CCN1C(=O)c2ccc([N+](=O)[O-])cc2C1=O)Nc1ccc(O)cc1C(=O)O | -1% | 4% | 0% | -9% | 0 | 1 | -1% | -0.1% | -8 | -6% | 10
CCOc1ccc(CN2CCNC(=O)C2CC(=O)NCCCOc2cccnc2)cc1 (stereo not given) | 6% | 1% | 3% | -1% | -2 | -17 | 7% | 0.4% | 2 | 0% | -3
CCCCn1c(N)c(N(CC(C)C)C(=O)c2ccc(C)o2)c(=O)[nH]c1=O | -3% | -4% | -2% | . | 18 | 4 | . | 0.0% | . | 0% | -7
Cn1c(=O)[nH]c(=O)c2c1nc1n2CCCN1CCc1ccccc1 | -4% | -5% | -2% | 6% | -38 | -2 | 4% | -0.2% | 1 | 7% | -2
CC1COc2ccccc2N1C(=O)c1ccccc1Cl (stereo not given) | 2% | -4% | 3% | . | 5 | 13 | -6% | 0.4% | 0 | 9% | 28
COc1ccc(C(=O)NC(=S)Nc2cccc(S(=O)(=O)N3CCOCC3)c2)cc1 | -3% | -15% | -27% | -3% | -3 | -1 | 9% | -0.1% | -1 | -1% | -8
CCOC(=O)C1(CCc2ccccc2)CCN(Cc2c(O)cccc2OC)CC1 | -6% | . | -15% | 1% | 6 | -23 | 1% | 0.0% | -3 | 1% | -4
COC(=O)c1cnn2c(C(F)(F)F)cc(-c3ccc(F)cc3)nc12 | 5% | -1% | 8% | -9% | -19 | 8 | -1% | 0.1% | -1 | 2% | -6
CCN(CC)S(=O)(=O)c1ccc(N2CCOCC2)c(NC(=O)C2CC2)c1 | -41% | 2% | 0% | . | -8 | 7 | . | -0.3% | . | -1% | 4
O=C(Nc1ccc(F)cc1F)c1c(C(F)(F)F)ccnc1Oc1ccc(Cl)cc1 | -1% | 1% | 1% | -2% | -3 | ? | 1% | -1.5% | 0 | 1% | -2
NCc1cc2c3c(c1)CCCN3CCC2 | -9% | 7% | ? | . | 11 | 19 | -2% | 14% | 0 | 1% | 0
COc1ccc(C(=O)CSc2nnc(CNC(=O)c3ccc(S(=O)(=O)N(C)C)cc3)o2)cc1 | 6% | -6% | -1% | 3% | -3 | -16 | 4% | 0.0% | 0 | 1% | 0
O=S(=O)(c1cccs1)N1CCN(S(=O)(=O)c2cccs2)CC1 | -1% | 3% | ? | 0.4µM* | -5 | ? | -3% | 0.4% | 1 | 3% | -6
COc1cccc(-c2c(C(=O)N/N=C/c3ccc(C)o3)nnn2-c2nonc2N)c1 | 2% | 5% | ? | -1%[0.46 µM] | -4 | -28 | 5% | 0.4% | -19 | 0% | -5
O=C(c1cccc2ccccc12)N1CCN(c2ccccc2F)CC1 | 7% | 0% | 0% | -1% | 5 | -9 | 1% | 0.0% | 5 | -6% | 1
O=C(CSc1nnc(SCC(=O)c2ccco2)s1)c1ccco1 | -9% | -2% | 7% | 24% | -3 | -15 | -1% | -0.3% | -1 | -9% | 10
COc1ccc(CN2CCNC(=O)C2CC(=O)NCCc2cnccn2)cc1C (stereo not given) | -3% | 21% | -5% | 0% | 1 | -4 | 8% | -0.1% | 0 | 1% | 11

# Source: PubChem

# Random draw from the library; any-hit rate near 2.4%.
